Assay outcomes (PubChem)
FN deposit inh – fibronectin deposition inhibition; AH1F fibroblasts, Alexa488-fibronectin deposition fluorescence, overnight; inhibition, % at 12.6 µM; 350,000 tested, 0.086% active;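 active means mean inhibition across replicates of 30% or more, regardless of how many single replicates reach that level; inconclusive means mean under 30% yet at least half of replicates reach 30%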;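 further: positive control wells lacked labelled fibronectin entirely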
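Assay system: AH1F fibroblast monolayer, labelled fibronectin deposition. Amount: 10000 cells per well. Also added: labelled fibronectin 24 nM. Compound: single-point pinned compound. Incubation: cell attachment 1 h, compound and FN exposure overnight. Detection: fluorescence after three HBSS washes, excitation 485 nm, emission 525 nm. Read-out: inhibition of fibronectin deposition signal.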
INS-1E GSIS act – GLuc luminescence reporter in INS-1E cells, primary screen for activators of glucose-dependent secretion of insulin; AID 743287; activation, % at 16.6 µM; 370,000 tested, 0.61% active; INS-1E GLuc reporter insulin secretion, 2-3 h;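 active means lowest replicate activation of at least 40%, so every replicate reaches that level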;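 further: 0% = median of neutral control wells and 100% = median of IBMX positive control wells; some compounds called inactive have numbers as strong as hits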
EWS-Fli inh – EWS/Fli transcriptional activity inhibition | A673 NR0B1-luciferase reporter, viability-normalised | inhibition, % at 12.6 µM | 350,000 tested, 0.67% active | AID 651661;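 active means mean inhibition of at least 50% after viability correction, with every replicate also passing that limit; inconclusive means mean reaches 50% but only one of two replicates passes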;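 further: firefly luciferase signal divided by Alamar Blue viability fluorescence both relative to DMSO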
DENV2 CPE rescue – inhibitors of DENV2 cytopathic effect; DENV2-infected cells, cytopathic effect rescue, plate reader; CPE inhibition, % at 9.99 µM; 350,000 tested, 1.7% active; in the data active means CPE inhibition above about 20%, passing the limit was not always enough; inconclusive means no clear call, values can overlap the other calls; tested in BHK-21 cells;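 further: 0% = median of neutral control wells and 100% = median of positive control wells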
PAX8 reporter – inhibitors of PAX8 transcriptional activity in RMG-I cells | RMG-I TPO-luciferase reporter, SteadyGlo, 24 h | inhibition, % at 12.6 µM | 360,000 tested, 1.2% active | AID 652154;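 active means mean replicate inhibition at least 60% with every replicate also reaching 60%; inconclusive means only one of the two criteria is met; inactive means mean below 60% and not all replicates reaching 60%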;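 further: luciferase light reporting Pax8 driven TPO promoter activity; plate controls were median of neutral control wells for no effect and mitoxantrone controls for full effect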
miR122 inh – miR-122 inhibition in Huh7 cells; Huh7 miR-122 Renilla luciferase sensor, 48 h; neutral wells = 0, positive control = 100; activation (reporter increase), % at 12.5 µM; 340,000 tested, 0.3% active; AID 602342;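 active means mean replicate activation score at least 90 and every replicate individually at or above 90; inconclusive means only one of the two criteria met; inactive means neither criterion met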;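 further: higher luciferase means less miR-122 activity so hits act as miR-122 inhibitors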
CFTR F508del cor – CFTR F508del correction in bronchial cells. AID 720511. activity (quench increase), % at 7.58 µM. 350,000 tested, 0.36% active. CFBE cells, YFP halide quenching; stimulated with forskolin plus potentiator P3; % fluorescence drop versus neutral controls;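 active means mean added fluorescence quench of at least 8% versus neutral control, with both replicates also reaching 8%; inconclusive means only one of the mean or replicate conditions met; inactive means mean below 8% and not both replicates reaching 8%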;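 further: cells transiently co-express mutant CFTR-F508del with the halide-sensitive YFP; corrector assay measuring rescue of mutant channel to the surface after 24 h compound exposure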
* marks the source's active call; other numbers are inactive results; ? = inconclusive; nt = not tested or not shown; & = joins results of further samples; [ ] = dose if it differs, or a comment. Compounds were not picked by outcome; any-hit rate near 3.9%.

SMILES,FN deposit inh,INS-1E GSIS act,EWS-Fli inh,DENV2 CPE rescue,PAX8 reporter,miR122 inh,CFTR F508del cor
CO[C@H]1CN(C)C(=O)c2cc(NS(=O)(=O)c3cccc(Cl)c3)ccc2OC[C@H](C)NC[C@H]1C,-6.3,11.6,-2.6,-0.3,nt,-16.8[16.7 µM],0.0
CCn1cc(C(=O)OCC(=O)c2ccccc2)c(=O)c2ccc(C)nc21,6.2,13.0,2.0,5.6,-7.0,nt,-0.3
CCC(=O)N1CCC1(C)C(=O)Nc1ccc(OC)c(OC)c1 (stereo not drawn),10.2,4.3,-1.0,-4.5,nt,-1.5,-2.0
CC(=O)NS(=O)(=O)c1ccc(NC(=O)COc2ccc(C(=O)c3ccccc3)cc2)cc1,-1.4,13.4,2.8,-9.7,75.3*,-0.9,1.4
CN1CCCC1CCOC(C)(c1ccccc1)c1ccc(Cl)cc1 (stereo not drawn),-2.7,nt,13.8,-4.6,-8.8,-1.7,-12.6
O=C(C[C@H]1CC[C@@H]2[C@H](COC[C@H](O)CN2Cc2ccccc2F)O1)N[C@H]1CCN(Cc2ccccc2)C1,5.1,2.7,-0.7,6.4,9.8,1.4[16.7 µM],0.5
CC(C)CCN(Cc1ccco1)S(=O)(=O)c1ccc(-c2ccc(=O)[nH]n2)s1,-10.9,1.6,nt,2.0,11.4,nt,1.6
CCCC[C@H](CN[C@@H](CNC)[C@H](C)CC)NCCC12CCC(CC1)C2,-2.1,-37.7,57.2*,?,26.6,-11.0,-1.2
O=C(N/N=C/c1ccc(Cl)cc1)Nc1ccccc1,4.3,-26.0,nt,nt,-167.9,-3.6,nt
CC(C)C#Cc1ccc2c(c1)O[C@@H](CN(C)CC1CCOCC1)[C@@H](C)CN([C@H](C)CO)S2(=O)=O,-0.7,-7.7,6.9,12.2,nt,-2.9[16.7 µM],-2.0
CCN(CC)S(=O)(=O)c1ccc(/C=C/C(=O)OCC(=O)Nc2cccnc2Cl)cc1,-1.8,8.4,-6.9,-7.0,-2.1,nt,-1.0
COc1ccc2c3c([nH]c2c1)[C@@H](CO)N(C(=O)CN1CCOCC1)CC31CCN(C(C)=O)CC1,nt,7.8,36.4,-8.0,nt,nt,-2.8
C[C@@H]1CN([C@@H](C)CO)C(=O)c2cccc(NC(=O)Nc3ccc4c(c3)OCO4)c2O[C@@H]1CN(C)Cc1ccc(Cl)c(Cl)c1,nt,-33.8,-4.8,-4.0,nt,1.2[16.7 µM],-1.5
COc1cc(OC)cc(C(=O)NCC(=O)OCC(=O)C(C)(C)C)c1,-4.1,4.3,4.4,-9.5,4.3,10.1,2.3
COC(=O)c1cc(CN2CCN(c3ccccc3)CC2)ccc1O,-3.7,nt,17.0,5.1,-14.0,-5.1,-0.9

Remaining list, next part.
SMILES,FN deposit inh,INS-1E GSIS act,EWS-Fli inh,DENV2 CPE rescue,PAX8 reporter,miR122 inh,CFTR F508del cor
COCCCN(C(C)=O)c1nc(-c2ccccc2)cs1,-5.9,-2.4,nt,nt,-157.4,-2.8,nt
O=C(CCNC(=O)Cn1ccc2ccccc2c1=O)NCCN1CCc2ccccc2C1,-2.3,nt,nt,nt,10.3,0.9,nt
Clc1cccc(Nc2nc(N3CCOCC3)nc(N3CCOCC3)n2)c1,3.9,-5.1,5.9,2.7,42.8,-4.7,-0.8
CC(=O)c1cc2c(cc1NC(=O)Cc1ccsc1)OCO2,-0.5,16.5,-7.0,2.3,-13.0,6.4,-0.4
CC(C)NC(=O)Nc1cccc2c1O[C@@H](CN(C)C(=O)Nc1ccc(C(F)(F)F)cc1)[C@H](C)CN([C@H](C)CO)C2=O,nt,-7.6,-2.4,?,8.8,3.2[16.7 µM],-1.1
Cn1c2c(c(=O)n3ncnc13)CCCC2,6.6,7.8,7.8,-0.3,-2.5,-3.5,-3.1
CC(C)C(=O)NCC(c1cccs1)S(=O)(=O)c1ccc(F)cc1 (stereo not drawn),-4.7,6.6,-11.5,-5.1,-7.8,-2.6,-0.8
C[C@H](CO)N1C[C@H](C)[C@@H](CN(C)Cc2ccccc2)Oc2c(NC(=O)Nc3ccc(F)cc3)cccc2C1=O,nt,-13.0,3.7,6.3,33.4,34.3[16.7 µM],-0.5
N#Cc1ccc(CSc2nnc(Nc3ccccc3)s2)cc1,10.2,nt,nt,nt,-11.1,-3.0,nt
CN1CCN(C(CNS(=O)(=O)c2ccc(F)cc2)c2cccnc2)CC1 (stereo not drawn),12.7,6.0,nt,nt,2.8,-6.0,nt
CO[C@@H]1CN(C)C(=O)c2ccc(NS(=O)(=O)c3cccc(C)c3)cc2OC[C@H](C)NC[C@@H]1C,-4.5,-3.0,2.7,9.1,nt,-4.1[16.7 µM],2.0
C/C(=N\NC(=O)c1ccc(OC2OCCOC2Oc2ccc(C(=O)N/N=C(\C)c3ccncc3)cc2)cc1)c1ccncc1 (stereo not drawn),5.4,-8.1,3.4,-0.2,21.2,-2.9,0.5
O=C(CSc1nc(-c2ccccc2)c(-c2ccccc2)o1)N1CCCCC1,-5.6,-21.1,3.6,?,-16.9,nt,-0.2
COc1ccc(/C=N/N2CCOCC2)cc1COc1ccc(Cl)cc1,-1.1,-13.7,nt,nt,-1.2,nt,nt
Cc1ccc(-c2ccc3c(c2)O[C@H](CN(C)CC2CC2)[C@H](C)CN([C@H](C)CO)S3(=O)=O)cc1,nt,3.1,-4.9,-9.5,nt,-2.8[16.7 µM],-4.1

Further entries
SMILES,FN deposit inh,INS-1E GSIS act,EWS-Fli inh,DENV2 CPE rescue,PAX8 reporter,miR122 inh,CFTR F508del cor
COc1cc(/C=C/C(=O)N2CCc3ccccc3C2)cc(OC)c1OC,0.9,-16.3,-6.4,-4.0,16.2,3.3,0.6
Cc1ccc(NC(=O)C[C@H]2CC[C@H]3[C@@H](COc4ccc(NC(=O)C(C)C)cc4C(=O)N3C)O2)cc1,-4.1,-1.9,-2.6,2.6,0.2,-2.2[16.7 µM],0.0
O=C(NCCS(=O)(=O)N1CCN(Cc2ccccc2)CC1)c1ccc(F)cc1,3.6,0.0,-4.9,-7.0,6.5,nt,-2.3
COC(=O)[C@H]1[C@H](CO)[C@H]2Cn3c(ccc(-c4ccc(OC)cc4)c3=O)[C@H]2N1S(C)(=O)=O,nt,-1.5,-4.3,nt,-14.5,-4.9[16.7 µM],-2.0
CCC(=O)Nc1ccc2c(c1)OC[C@H](C)N(Cc1ccccc1)C[C@@H](C)[C@@H](OC)CN(C)C2=O,9.6,-3.2,10.0,-4.1,nt,15.2[16.7 µM],0.4
COc1ccc2c3c(n(C)c2c1)[C@@H](CO)N(C(=O)Nc1c(C)noc1C)CC31CN(CC2CC2)C1,-5.9,-2.6,-0.6,18.1,nt,nt,0.1
Nc1c(C(=O)NCCc2ccccc2)nnn1Cc1ccc(Br)cc1F,-4.3,-0.5,-12.6,10.7,-21.4,nt,-1.4
Cc1cc(C)nc(SCC(=O)Nc2cccc(S(=O)(=O)N(C)C)c2)n1,nt,1.9,10.7,4.7,13.1,-1.1,0.9
COc1ccccc1S(=O)(=O)N[C@H]1C=C[C@@H](CC(=O)N2CCN(C)CC2)O[C@@H]1CO,nt,-8.1,-6.6,-0.8,-12.4,nt,1.1
C[C@H]1CN([C@@H](C)CO)C(=O)CCCn2cc(nn2)CO[C@H]1CN(C)Cc1cccc(O)c1,-11.6,1.6,-1.4,-2.0,nt,-6.6[16.7 µM],-1.7
CNC[C@H]1Oc2c(NC(=O)Nc3c(C)noc3C)cccc2C(=O)N([C@H](C)CO)C[C@H]1C,-3.3,2.2,-4.1,-0.9,-7.1,0.3[16.7 µM],0.8
Cc1ccc(S(=O)(=O)N(C)C[C@H]2Oc3ccc(NC(=O)C4CCCCC4)cc3CC(=O)N([C@H](C)CO)C[C@@H]2C)cc1,nt,-18.9,3.7,-3.9,nt,-3.7[16.7 µM],1.7
COCC(=O)N(C)C[C@@H]1Oc2ncc(C#C[C@H](C)O)cc2C(=O)N([C@@H](C)CO)C[C@H]1C,-1.4,20.1,-5.5,17.5,nt,3.1[16.7 µM],-1.7
O=c1cc(CNc2cc(C(F)(F)F)cc(C(F)(F)F)c2)nc2sccn12,0.3,nt,5.9,-4.7,9.4,12.0,2.3
C[C@@H]1CN([C@H](C)CO)C(=O)c2cc(-c3cccnc3)cnc2O[C@H]1CN(C)C(=O)c1ccccc1F,nt,1.7,-9.4,0.9,nt,-4.3[16.7 µM],-0.4

(more compounds)
SMILES,FN deposit inh,INS-1E GSIS act,EWS-Fli inh,DENV2 CPE rescue,PAX8 reporter,miR122 inh,CFTR F508del cor
CC(C)NC(=O)N1C[C@@H]2[C@H](c3ccccc31)[C@H](CO)N2C(=O)C1CCCC1,nt,6.9,1.2,-6.1,-17.8,0.0[16.7 µM],-0.7
Nc1[nH]c(C(=O)c2ccccc2)c(-c2ccc(Cl)cc2Cl)c1C(=O)c1ccc(Cl)c(Cl)c1,-4.2,-11.3,-13.1,-1.4,-10.2,nt,1.8
Cc1ccc(S(=O)(=O)N2CCOCC2)cc1C(=O)Nc1cc(S(=O)(=O)N2CCCCC2)ccc1O,3.6,-6.5,4.5,-1.0,4.8,nt,1.0
Cc1ccc(CS(=O)(=O)Cc2ccc(C(=O)NCc3cccs3)o2)cc1,1.7,-1.9,2.9,?,11.8,-6.9,-3.4
O=C(c1ccco1)N1CCN(C(=O)c2cnn(-c3ccc(F)cc3)c2-n2cccc2)CC1,0.6,-3.0,-13.8,19.1,16.3,-1.8,1.9
O=C1c2ccccc2C(=O)N1CCOc1ccccc1Cl,3.6,7.4,-94.4,?,-226.8,-5.7,-0.1
CCCCOCC(O)CCc1n[nH]c(=S)n1-c1ccccc1 (stereo not drawn),0.4,20.6,-8.2,11.8,-9.7,3.1,-0.2
COc1ccc(NC(=O)C(c2ccc(OC)cc2)n2c(=O)c(-c3ccco3)nc3ccccc32)cc1 (stereo not drawn),1.0,-36.7,-6.9,?,11.7,nt,0.2
COCCCNC(=O)c1ccc(Cn2c(=O)c3ccccc3n(Cc3ccccc3C#N)c2=O)cc1,15.0,nt,nt,nt,20.3,-2.1,nt
O=C(NCCCn1ccnc1)c1ccco1,-1.0,nt,nt,nt,13.9,-3.8,nt
COC(=O)c1ccc(CSc2nnc(-c3c[nH]c4ccccc34)n2-c2ccccc2)cc1,0.1,nt,9.3,-11.0,5.2,nt,-1.9
CCc1ccc2c(CN(C)Cc3ccccc3OC)cc(=O)oc2c1,-2.3,-3.6,-53.9,3.0,1.8,5.4,4.0
O=C(NCCCN1CCOCC1)c1onc(CSc2ccccn2)c1C(=O)NCCCN1CCOCC1,1.7,9.8,-4.2,nt,8.0,-4.2,0.7
Cc1nnc2sc(SCc3ccc(Cl)cc3)nn2c1=O,-4.2,5.8,nt,nt,-15.7,1.1,nt
O=C(Nc1ccc(C(F)(F)F)cc1)N1[C@@H]2CNC[C@H]1C2c1ccc(-c2cccnc2)cc1 (stereo partly drawn),-4.9&-2.8,-8.2&-8.1,-0.6&-26.5,-1.4&-6.1,-3.0&2.4,nt,0.7&-1.8
C[C@@H]1CN([C@H](C)CO)C(=O)Cc2cc(N(C)C)ccc2O[C@H]1CN(C)Cc1ccc2c(c1)OCO2,-4.2,4.5,-6.7,-1.5,5.5,-0.1[16.7 µM],1.6
Cc1cc(O)c2c(CN3CCN(Cc4ccccc4)CC3)cc(=O)oc2c1,4.1,3.7,4.3,1.7,15.1,-3.8,-2.2
CC(O)(c1ccccc1)c1nc(-c2ccncc2)cs1 (stereo not drawn),13.8,nt,6.9,7.3,22.5,-2.8,4.3
